Screening results (PubChem BioAssay)
NSD2 inh: NSD2 histone methyltransferase inhibitors, primary screen, biochemical, AlphaScreen, single concentration, set 2 | NSD2 peptide methylation, 120 min | inhibition, % at 12.5 µM | hit rate 0.54% among 310,000 | AID 743445, 2014; in the data active = inhibition above about 50%
Arr AP2 block: inhibitors of beta-arrestin/AP2 binding, primary screen, biochemical, GPCR trafficking, flow cytometry; AID 504490, 2011; inhibition, % at 10 µM; hit rate 0.31% among 340,000; FITC-arrestin peptide / GST-AP2 beads; AP2 beta2 appendage carries R879A mutation;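 active = inhibition above a set limit, near 3 SD of compounds lacking own fluorescence, cut at about 54% in these data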;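 note: plate controls were DMSO wells for no effect and 5 µM unlabelled arrestin peptide for full effect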
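test system = AP2 appendage R879A on GSH beads | buffer or medium = PBS plus Tween 20 (0.05%) and BSA (0.1%) | incubation = 12 min plus 1 h, RT | detection = bead flow cytometry, FITC channel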
C-LANA FP: inhibitors of KSHV C-LANA binding to DNA, primary screen, biochemical, fluorescence polarization, FAM-LBS DNA, MBP-C-LANA, single point | hit rate 0.078% among 340,000 | Kaposi's sarcoma herpesvirus LANA C-terminal domain (residues 932-1162) DNA binding | AID 504423, 2011 | inhibition, % at 9 µM;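 active = highest replicate inhibition at or above 60% at 9 µM, even if other replicates fall short; inactive = all replicates below 60% inhibition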;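 note: 0% = neutral control wells and 100% = 4 µM acridine orange control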
DAGLB inhibitor: DAGLB lipase inhibitors, primary screen, biochemical, fluorescence, HTS | Diacylglycerol lipase-beta (Homo sapiens), Q8NCG7 | inhibition, % at 5.17 µM | AID 504411, 2011 | HEK293T DAGLB membrane lysate, EnzChek fluorogenic substrate | hit rate 0.059% among 340,000; in the data active = inhibition above about 34%;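 note: 0% = enzyme with vehicle and 100% = wells lacking enzyme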
CAL PDZ FP-1: CAL PDZ peptide-binding inhibitors, primary screen, biochemical, fluorescence polarization, Cer-tagged CAL PDZ, HTS. purified CAL PDZ, TMR-peptide fluorescence polarization, 1 h. inhibition, % at 20 µM. hit rate 0.02% among 330,000. AID 504414, 2011;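 active = highest replicate inhibition of at least 40%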;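 note: plate controls were DMSO neutral control wells for no effect and unlabeled competitor peptide control wells for full effect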
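Control set: unlabelled peptide and DMSO controls / Material: purified CerCALP PDZ construct / Timing: 1 h incubation at room temperature before polarization reading / Doses: 20 µM, one dose / Detection: fluorescence polarization (mP)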
Cardiac RTF inh: cardiac RTF calcium sensitivity inhibitors, primary screen, biochemical, IANBD-TnC fluorescence, EC70 calcium. Troponin I, cardiac muscle (Homo sapiens) + Troponin T, cardiac muscle (Homo sapiens) + …. IANBD-labeled cardiac RTF, Ca2+ fluorescence. inhibition, % at 7.15 µM. hit rate 0.12% among 340,000. AID 493244, 2011;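 active = inhibition above the mean inhibition of all tested compounds plus 3 SD, cut at about 17% in these data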;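 note: assay run at fixed EC70 calcium of 1.6 mM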
Keap1 Nrf2 FP: Keap1-Nrf2 protein-protein interaction inhibitors, primary screen, biochemical, fluorescence polarization, single point | Kelch-like ECH-associated protein 1 (Homo sapiens), Q14145 | Keap1 Kelch-Nrf2 peptide fluorescence polarization, 1536-well | inhibition, % at 9.4 µM | hit rate 0.15% among 340,000 | AID 504523, 2011; in the data active = inhibition above about 12%;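 note: human Keap1 Kelch domain with fluorescein labeled Nrf2 9mer peptide probe; 0% = neutral control wells and 100% = peptide positive control; higher means more block of Keap1 binding to Nrf2 peptide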
Target sequence (Q14145 whole entry, looked up, the tested form may be a part): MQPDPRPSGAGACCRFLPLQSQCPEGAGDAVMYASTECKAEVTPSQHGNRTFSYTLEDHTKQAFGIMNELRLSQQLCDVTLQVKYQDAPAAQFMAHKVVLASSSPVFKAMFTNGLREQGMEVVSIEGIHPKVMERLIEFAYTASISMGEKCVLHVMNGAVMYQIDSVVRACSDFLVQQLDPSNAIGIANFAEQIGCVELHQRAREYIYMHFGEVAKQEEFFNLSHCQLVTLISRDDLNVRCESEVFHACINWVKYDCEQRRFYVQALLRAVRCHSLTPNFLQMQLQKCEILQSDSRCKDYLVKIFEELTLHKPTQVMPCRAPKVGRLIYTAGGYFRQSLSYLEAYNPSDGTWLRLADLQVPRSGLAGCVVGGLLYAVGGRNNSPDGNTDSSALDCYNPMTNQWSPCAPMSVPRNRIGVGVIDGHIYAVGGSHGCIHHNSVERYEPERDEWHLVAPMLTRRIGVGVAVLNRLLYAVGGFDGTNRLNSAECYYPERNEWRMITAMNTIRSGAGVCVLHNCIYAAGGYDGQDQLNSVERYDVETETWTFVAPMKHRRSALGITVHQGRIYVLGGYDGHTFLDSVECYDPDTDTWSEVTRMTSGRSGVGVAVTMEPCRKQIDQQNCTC
Pemphigus Ab inh: inhibitors of pemphigus antibody binding to DSG3, primary screen, biochemical, bead-based, flow cytometry, scFv-GFP; Desmoglein-3 (Homo sapiens), P32926; DSG3-coupled beads, scFv-anti-DSG3-GFP binding; hits give low values; binding (percent of control), % at 10 µM; hit rate 0.48% among 310,000;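 active = binding more than 3 SD below its plate's average and above zero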;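 note: hits lower antibody fragment binding to DSG3; some compounds called inactive have numbers as strong as hits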
CAL PDZ FP-2: untagged CAL PDZ binding inhibitors, primary screen, biochemical, fluorescence polarization, HTS | inhibition, % at 24.9 µM | Golgi-associated PDZ and coiled-coil motif-containing protein (Homo sapiens), Q9HD26 | AID 602252, 2012 | hit rate 0.92% among 300,000 | purified CAL PDZ, TMR-peptide fluorescence polarization, 1 h;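 active = mean inhibition of at least 30% with at least half of replicates also reaching 30%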;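 note: 0% = DMSO neutral control and 100% = excess unlabeled competitor peptide PRC23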
V-ATPase pH: regulators of yeast V-ATPase proton pumping, primary screen, pHLuorin cytosolic pH fluorescence; S. cerevisiae; response, % at 10 µM; hit rate 0.37% among 350,000; AID 504577, 2011; in the data active = response mostly above about 7.3%, no sharp cut-off; inactive = mostly below about 5.4%; note: actives read high; inactives centre near 0; some compounds called inactive have numbers as strong as hits
Active calls of the source: *; . = not tested or not shown. Only part of the results is shown; count on the stated rates, not on these rows.

molecule	NSD2 inh	Arr AP2 block	C-LANA FP	DAGLB inhibitor	CAL PDZ FP-1	Cardiac RTF inh	Keap1 Nrf2 FP	Pemphigus Ab inh	CAL PDZ FP-2	V-ATPase pH
Cc1ccc(NC(=O)CCNS(=O)(=O)c2ccc3c(c2)CCC(=O)N3)cc1C	1	23	-0.1	1	-1.5	-7	-1	91	1	-5
O=C(COC(=O)c1cc(S(=O)(=O)N2CCOCC2)ccc1Cl)NCCc1ccccc1	-2	-8	0.6	-1	-0.6	-4	3	.	-3	-4
Cc1cc(NC(=O)CSc2nnnn2C)n(-c2ccccc2)n1	-1	23	-1.8	-5	0.5	1	-4	108	-2	-3
Cc1ccc(CSc2nc3ccccc3c(=O)n2Cc2ccco2)cc1	2	5	-0.4	-12	-0.9	5	-6	.	-4	-6
CS(=O)(=O)N(CC(=O)Nc1ccc(S(=O)(=O)N2CCOCC2)cc1)c1cccc(F)c1	-6	16	-2.2	1	-3.8	-10	0	91	-8	9
O=S(=O)(c1ccc(=S)[nH]c1)N1CCOCC1	6	1	1.0	-2	0.5	-19	-3	108	-2	-1
Cc1c(NC(=O)CSCc2ccc(Br)cc2)c(=O)n(-c2ccccc2)n1C	-5	50	0.3	2	-1.2	11	-6	100	-8	-1
CC(CCc1ccc(O)cc1)NC(c1ccccc1)c1ccc(Cl)cc1 (configuration not stated)	0	-10	1.4	-5	-0.6	-6	-2	122	-3	1
Cc1cc(C(=O)COc2cccc([N+](=O)[O-])c2)c(C)n1C1CC1	0	5	2.1	-6	1.6	-9	-2	107	-4	-3
CC(=O)c1cccc(N(CC(=O)NC2CCCC2)C(=O)CNC(=O)c2cccs2)c1	-4	21	-1.3	-3	-1.6	8	0	110	-10	-1
O=C(COc1ccccc1)Nc1ccc(F)cc1	-1	18	-1.7	-4	0.6	-4	-3	109	-4	0
CC(C)(C)c1cc(CN2CCOCC2)c(C(=O)O)o1	0	1	-0.2	-2	-1.4	-1	3	100	0	1
COc1ccc(CC(=O)Nc2cc(C)ccn2)cc1OC	-2	-23	0.9	-1	0.5	-2	-2	.	-3	-2
C=CCn1c(SCC(=O)N2CCc3ccccc3C2)nc2sc(CC)cc2c1=O	-1	-2	-1.2	-4	-0.3	-16	-6	84	-1	-4
O=c1c2ccccc2sc2nc(CCl)nn12	0	-11	0.4	1	-0.1	-8	-1	99	0	8

Sorted by the number under Keap1 Nrf2 FP (smallest number first): three of the compounds above
molecule	NSD2 inh	Arr AP2 block	C-LANA FP	DAGLB inhibitor	CAL PDZ FP-1	Cardiac RTF inh	Keap1 Nrf2 FP	Pemphigus Ab inh	CAL PDZ FP-2	V-ATPase pH
C=CCn1c(SCC(=O)N2CCc3ccccc3C2)nc2sc(CC)cc2c1=O	-1	-2	-1.2	-4	-0.3	-16	-6	84	-1	-4
COc1ccc(CC(=O)Nc2cc(C)ccn2)cc1OC	-2	-23	0.9	-1	0.5	-2	-2	.	-3	-2
CC(C)(C)c1cc(CN2CCOCC2)c(C(=O)O)o1	0	1	-0.2	-2	-1.4	-1	3	100	0	1

Other records follow.
molecule	NSD2 inh	Arr AP2 block	C-LANA FP	DAGLB inhibitor	CAL PDZ FP-1	Cardiac RTF inh	Keap1 Nrf2 FP	Pemphigus Ab inh	CAL PDZ FP-2	V-ATPase pH
Cc1nn(C)c(C)c1C(=O)NN	0	7	-1.3	1	-0.3	-3	-4	86	-3	-4
O=C(NNC(=O)c1ccc(F)cc1)C(=O)N1CCCCC1	-2	13	0.2	-1	0.2	-13	0	106	-2	5
O=C(CNc1ccc(F)cc1)N/N=C/c1c(O)ccc2ccccc12	70*	13	4.8	3	-3.1	3	-1	93	-1	-1
CN(C)Cc1ccc(-c2nc3cccc4c3n2CCNC4=O)cc1	.	0	0.8	-2	0.7	-2	4	98	-2	8
O=C(Nc1ccccc1)C1=C[C@@H](C2CCCCC2)C[C@@H](OCCCCO)O1	.	3	-2.5	-4	-0.9	-17	-5	103	-6	-3
CCCCCCN1C=CC(=C/C=C(\C#N)C(=O)OCC)C=C1	2	-8	-24	-119	1.5	-262	-93	146	0	-1
CNC(=O)C1CC(=O)N(c2ccc(F)c(Cl)c2)C1 (configuration not stated)	-5	7	-0.4	0	-0.2	-7	-3	102	-1	2
COc1cc(/C=C/C(=O)OCC(=O)N(CC(C)C)c2c(N)n(Cc3ccccc3)c(=O)[nH]c2=O)ccc1O	0	0	2.2	4	-1.2	-3	3	107	2	4
CCOC(=O)c1ccc(C(=O)OCC)c(NC(=S)Nc2ccc([N+](=O)[O-])cc2OC)c1	.	-1	0.2	-3	-0.1	1	-2	101	-4	0
O=C(COC(=O)c1c(F)cccc1F)NCCNC(=O)COC(=O)c1c(F)cccc1F	-6	-1	-0.4	-1	-1.4	1	-3	95	-3	2
COc1ccc(NC(=O)C2CCCN(S(=O)(=O)c3ccccc3)C2)c(OC)c1 (configuration not stated)	2	-6	1.4	0	-2.2	7	3	108	-5	2
Cc1ccc(S(=O)(=O)CCC(=O)OC2CC(C)OC2=O)cc1 (configuration not stated)	-2	7	0.9	-1	0.9	0	-4	100	-2	-1
Cc1nn(-c2ccccc2)c2nc(-c3cccs3)cc(C(=O)NN)c12	1	19	-1.8	-6	-1.8	5	-1	97	-5	1
Cc1nn2cc(-c3ncc(C(F)(F)F)cc3Cl)cnc2c1Br	-10	2	-0.7	.	-0.4	.	5	101	4	3
CCOC(=O)N1CCC(N2CCCC(CO)(Cc3cccc(Cl)c3)C2)CC1 (configuration not stated)	0	1	0.7	1	-2.0	7	-10	155	-3	0
COCCn1c(SCC(=O)Nc2cccc(OC)c2)nnc1-c1ccc(Cl)cc1	-3	-1	0.3	1	-3.2	0	-4	103	0	4
COc1ccccc1N1CC(C(=O)Nc2ccc(N3CCOCC3)cc2)CC1=O (configuration not stated)	-3	-6	-0.4	0	-1.1	-4	-2	.	-3	0
Cc1ccccc1Cc1c(C)nc2nc(SCC(=O)NCCCN3CCCC3)nn2c1C	9	-5	0.5	2	0.7	5	-6	.	-1	-79
COC(=O)c1ccc(NC(=O)C2C3CCC(C3)C2C(=O)O)cc1 (configuration not stated)	-2	27	-0.3	-4	0.0	0	-1	103	-1	8
CCN(CC)CCNC(=O)c1cn(CC)c2ccc(S(=O)(=O)N3CCOCC3)cc2c1=O	18	-11	0.0	-1	-1.4	-4	-6	97	0	-6
O=C(CCc1ccccc1)Nc1cc2c3c(c1)CC(=O)N3CCC2	0	-9	0.2	-17	-4.2	-17	-4	97	-1	-1
O=C(Nc1ccccc1F)c1ccc(Cn2cc(Br)cn2)cc1	-1	-1	-0.5	-3	-3.0	6	2	105	-2	-1
Cc1ccc(C(C)C)c(OCC(=O)NS(=O)(=O)c2ccc(Cl)cc2)c1	-4	-16	0.8	15	-2.2	-4	3	107	-2	2
Cc1cccc(NC(=O)CCCN2C(=O)c3cccc4cccc(c34)C2=O)c1	-1	7	-0.3	1	0.6	-3	-4	96	.	-4
O=C(N/C(=C\c1ccco1)C(=O)N1CCCCC1)c1ccc([N+](=O)[O-])cc1	1	-5	-1.5	-2	-0.9	-11	-6	.	-1	0
CC(C)c1ccc(NS(=O)(=O)c2ccc3c(c2)NC(=O)CO3)cc1	7	-12	0.3	0	-1.2	-4	-3	97	4	0
Cc1[nH]c2ccccc2c1/C=C(/C#N)C(=O)NC(C)C	-1	2	-0.4	0	-2.8	-2	-1	98	-1	1
COc1ccc(CC(=O)OCC(=O)NC2CCCCC2)cc1	2	1	0.4	-6	0.3	-5	-3	.	0	6
Cc1nc2ccc(NC(=S)NC(C)C)cc2nc1C	-2	-6	0.6	0	-0.6	-2	2	101	.	-3
CCCNC(=O)C(Cc1ccc(Br)cc1)NC(=O)c1ccc(C#N)cc1 (configuration not stated)	.	-8	-1.4	0	-1.6	-17	-3	96	-2	5
O=c1[nH]cc([N+](=O)[O-])cc1Br	-1	8	-1.1	2	-0.1	-12	0	97	-10	-1
CC1=C(C(=O)Nc2ccccc2)C(c2cccnc2)n2ncnc2N1 (configuration not stated)	-3	5	1.6	-1	-1.4	5	1	96	-2	-1
CCOC(=O)C1CCCN(C/C(O)=C(\C#N)c2nc(-c3ccccc3)cs2)C1 (configuration not stated)	2	25	1.0	7	-0.6	-3	2	96	-7	1
O=C1N=NC2=C1c1c3ccccc3c(O)n1CC2	2	11	-1.6	1	0.3	5	0	96	-3	-7
COc1ccccc1OCCC(=O)OCC(=O)c1c(N)n(C)c(=O)n(C)c1=O	.	38	0.9	0	-1.1	2	1	101	-4	3
COc1c([N+](=O)[O-])cc(C(=O)NNC(=O)c2ccc(C)cc2)cc1[N+](=O)[O-]	6	1	9.5	0	-0.3	-6	4	109	1	0
COc1cccc(C(=O)NCCS(=O)(=O)N(C)Cc2ccccc2)c1	-2	5	-0.6	-4	-1.0	1	0	127	-4	-3
